# CSN inh – blocks human CSN-mediated cullin deneddylation. Q92905. Purified CSN, SCF-Nedd8-OG deneddylation, fluorescence polarization. inhibition, % at 12.5 µM. 360,000 tested, 0.38% active;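 active means pattern-corrected inhibition above about 35%, with an unprinted fluorescence ratio check between 0.5 and 1.5, limit read from the data, passing the limit was not always enough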;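 further: 0% = enzyme with substrate and 100% = substrate without enzyme; some results filed as inactive read as strong as hits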
#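 test system = HEK293T-derived human Csn5 enzyme | amount = 0.24 nM Csn5 enzyme, final concentration | medium = Tris/NaCl/DTT buffer, pH 7.5 | schedule = 90 min reaction at room temperature | signal = FP | evaluation = inhibition of Csn5 cleavage, % | compound dosing = single dose of 12.5 µM compound with 0.25% DMSO | probe or stimulus = 10 nM SCFSkp2-Nedd8OG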
# MT1-MMP act inh – blocks activation of human MT1-MMP; P50281; HT1080 RFP-PRO-GFP cells, GFP/RFP ratio fluorescence, overnight; percent of plate control window, DMSO zero; GFP/RFP ratio change, % at 20 µM; 360,000 tested, 0.061% active; AID 651647;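 active means GFP/RFP ratio change of at least 30% with cell ATP level not reduced by more than half and red fluorescence within 50% of control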; further: strong numbers were not always called active
#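 Assay system – RFP-PRO-GFP reporter HT1080 cells · Compound dosing – single dose of 20 µM compound, 1% DMSO final · Incubation – overnight compound exposure at 37 °C · Measure – GFP/RFP fluorescence ratio · Benchmarks – DMSO wells and RFP-L50D-GFP cells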
# Neddyl block – cullin neddylation inhibition; P61081+Q13564; TR-FRET cullin neddylation, biochemical; calls only at 25 µM; 360,000 tested, 0.58% active; AID 651699; in the data active means inhibition above about 36%
# PABP1 MLLE inh – inhibitors of microRNA-mediated deadenylation, human PABP1 MLLE binding. inhibition, % at 20 µM. GST-MLLE / FITC-PAM2 fluorescence polarization. 360,000 tested, 0.36% active. AID 588489; in the data active means inhibition above about 35%, passing the limit was not always enough;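 further: plate controls were DMSO wells with GST-MLLE for no effect and wells lacking GST-MLLE protein for full effect; some results filed as inactive read as strong as hits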
# NadD inh – blocks S. aureus nicotinate mononucleotide adenylyltransferase; purified NadD enzyme, colorimetric absorbance read-out; inhibition, % at 20 µM; 360,000 tested, 0.78% active; in the data active means inhibition above about 26%; further: some compounds past the cut are filed as inactive
# Rpn11 inh – inhibitors of human proteasome Rpn11. O00487. human 26S proteasome, Ub4-pepOG fluorescence polarization; 20S core pre-blocked with epoxomicin. calls only at 20 µM. 360,000 tested, 0.59% active;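 active means inhibition at 20 µM, scaled to each plate's controls, above about 33%, limit read from the data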
# Rin1 Abl inh – human Rin1-Abl interaction inhibition; P00519+Q13671; TR-FRET Rin1/Abl binding, biochemical; inhibition, % at 7.35 µM; 360,000 tested, 0.4% active; in the data active means inhibition above about 5%, passing the limit was not always enough
# FAS-TE inh – blocks the thioesterase domain of human fatty acid synthase; inhibition, % at 15 µM; P49327; 360,000 tested, 0.67% active; recombinant FAS-TE, OMFH fluorogenic substrate, fluorescence endpoint;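 active means compounds whose normalised, plate-corrected inhibition of enzyme fluorescence in the single-dose primary screen is 50% or more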;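 further: 0% = DMSO with enzyme and 100% = substrate without enzyme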
# SKN-1 inh – inhibitors of C. elegans SKN-1; 360,000 tested, 0.49% active; C. elegans VP596 Pgst-4::GFP/RFP ratio, acrylamide-induced, 24 h; inhibition, % at 21.8 µM;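 active means interference check ratio from 0.5 to 1.5 plus GFP to RFP signal ratio inhibition reaching or exceeding a fixed threshold, cut at about 30% in these data, passing the limit was not always enough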; further: some compounds called inactive have numbers as strong as hits
# Active calls of the source: *; i = inactive; x = no result given; + = active, no number.
SMILES,CSN inh,MT1-MMP act inh,Neddyl block,PABP1 MLLE inh,NadD inh,Rpn11 inh,Rin1 Abl inh,FAS-TE inh,SKN-1 inh
Cc1ccc(OCC(=O)Nc2ccc([N+](=O)[O-])cc2)cc1,-16,3,i,0,-3,i,0,-5,0
O=[N+]([O-])c1nccn1CCCCCCN1CCOCC1,0,1,i,-8,1,i,-3,2,18
O=C(COC(=O)/C=C/c1cccc([N+](=O)[O-])c1)Nc1cccnc1Cl,-5,-3,i,-10,-2,i,1,-2,-13
CN(C)c1ccc(CN(C(=O)c2cccs2)C2CCS(=O)(=O)C2)cc1 (configuration not stated),-2,-9,i,-11,7,i,1,-4,6
CCCc1nc(Cl)c(C#N)c2c1CCCC2,5,x,i,-2,3,i,2,20,9
O=C(Nc1cccc(/C=C/c2ccccn2)c1)c1ccc(-n2cncn2)cc1,0,-1,i,-11,8,i,-3,-8,-14
CN(C)c1ccc(C2N(c3ccc(F)cc3)C(=O)C3CCCN32)cc1 (configuration not stated),-1,0,i,-6,-5,i,0,-5,15
CC1(C)Cc2c(c(=S)nc(-c3ccccc3)n2CCOCCO)CO1,-5,6,i,5,6,i,-2,-4,16
COc1ccc(CN(C)CC(=O)Nc2cc3oc4ccccc4c3cc2OC)c(OC)c1,1,4,i,-16,1,i,-2,26,12
FC(F)(F)c1cc(Nc2ccccc2)nc(-c2ccccn2)n1,2,5,i,-2,0,i,0,-4,6
COCCNC(=O)CCc1nc2cccnc2n1Cc1ccc(OC)cc1,0,1,i,-4,-3,i,5,-1,-5
CCOc1cc(/C=C/c2cc(C(=O)O)c3ccccc3n2)ccc1OC,0,-2,i,15,-5,i,5,-12,3
COc1cccc2cc(C(=O)Nc3cccnc3N3CCOCC3)c(=O)oc12,1,13,i,-18,-4,i,-3,-9,4
Nc1c(N(Cc2ccco2)C(=O)c2ccc(Cl)cc2)c(=O)[nH]c(=O)n1Cc1ccccc1,-1,-6,i,-6,-2,i,-3,-3,6
CCC(Oc1ccccc1)C(=O)Nc1ccccc1OC (configuration not stated),0,-3,i,-5,1,i,0,9,7
Cc1ccc(/C=N/NC(=S)NCCc2ccccc2)s1,2,0,+,27,-8,i,4,0,2
CN1CCN(c2ccccc2NC(=O)c2cc(Br)ccc2Cl)CC1,-2,-2,i,3,1,i,2,-9,4
C=CCOc1ccccc1/C=N/NC(=O)Cc1ccccc1,0,3,i,-9,-3,i,-1,-3,16
Cc1ccc(CNc2ccc(N3CCOCC3)cc2)s1,5,3,i,3,0,i,3,-9,7
COC(=O)COc1ccc2c(=O)c(Oc3ccccc3Br)coc2c1,2,x,i,0,0,i,2,-5,-6
COCCn1c(/C=C/c2ccccc2)nc2ccccc21,8,-5,x,-22,0,i,-1,3,9
COC(=O)c1c(NC(=O)Cc2cccs2)sc2c1CCC(C)C2 (configuration not stated),-3,-7,i,31,-1,i,0,27,3
O=C(CSc1nc2c(c(=O)n1-c1ccc(Cl)cc1)SCC2)Nc1nccs1,-6,-4,i,15,7,i,2,4,-35
COc1ccc(NC(=O)COc2ccccc2Cc2ccccc2)cc1S(=O)(=O)N1CCOCC1,-2,-11,i,5,8,i,0,25,2
O=C(C1CCCO1)N1CCN(S(=O)(=O)c2cc(C(F)(F)F)ccc2Cl)CC1 (configuration not stated),-1,-1,i,-7,6,i,-2,-4,20
Cc1ccc2c(c1)NC(=O)c1cc([N+](=O)[O-])ccc1O2,3,-1,i,2,8,i,0,-3,-5
O=C(Nc1ccc2c(c1)OCO2)c1cccc2c1C(=O)N(Cc1cccnc1)C2,-1,-6,i,10,9,i,-5,3,7
COc1ccc(-c2csc(N3CCN(C(=O)c4ccco4)CC3)n2)cc1,-7,-3,i,17,-2,i,-5,6,4
COc1ccc2[nH]c3c(c2c1)CCNC3=O,3,-11,x,-2,-2,i,-2,-11,1
CSc1ccc(S(=O)(=O)N2CC(=O)Nc3ccccc32)cc1,-1,0,i,36,-2,i,0,-7,6

# Three structures out of the list, ordered by heavy-atom count, ascending.
SMILES,CSN inh,MT1-MMP act inh,Neddyl block,PABP1 MLLE inh,NadD inh,Rpn11 inh,Rin1 Abl inh,FAS-TE inh,SKN-1 inh
Cc1ccc2c(c1)NC(=O)c1cc([N+](=O)[O-])ccc1O2,3,-1,i,2,8,i,0,-3,-5
CN1CCN(c2ccccc2NC(=O)c2cc(Br)ccc2Cl)CC1,-2,-2,i,3,1,i,2,-9,4
O=C(C1CCCO1)N1CCN(S(=O)(=O)c2cc(C(F)(F)F)ccc2Cl)CC1 (configuration not stated),-1,-1,i,-7,6,i,-2,-4,20

# (further entries)
SMILES,CSN inh,MT1-MMP act inh,Neddyl block,PABP1 MLLE inh,NadD inh,Rpn11 inh,Rin1 Abl inh,FAS-TE inh,SKN-1 inh
CN1CCCCCC1=Nc1ccccc1C#N,0,1,i,10,-4,i,1,-4,4
NC(=O)C1CCN(Cc2nnnn2Cc2ccco2)CC1,0,7,i,5,2,i,4,-10,-7
NC(=O)[C@H]1CC2(CC(c3cccc(NC(=O)COc4ccc(Cl)cc4)c3)=NO2)CN1C(=O)c1ccccc1C(=O)c1ccccc1 (some centres not stated),1,3,i,-2,31*,i,1,5,4
Cc1cc(C)n2nc(C(=O)OCC(=O)N(C)CC(=O)Nc3ccccc3Cl)nc2n1,3,0,i,-18,0,i,-1,-4,-1
Cc1cc(NC(=O)c2cccs2)no1,3,-1,i,-1,0,i,-3,-6,15
CCN(CC)C(=O)CC(c1ccc2c(c1)OCO2)c1c(OC)cc(OC)c2ccc(=O)oc12 (configuration not stated),6,1,i,-24,0,i,-1,-2,9
CNC(=O)c1nnsc1S(=O)c1ccc(Cl)cc1 (configuration not stated),-13,-17,i,33,3,i,-1,36,-9
CCOC(=O)C1CCN(C(=O)N(CC)CC)CC1,-2,7,i,6,1,i,4,-11,8
CN(Cc1ccccc1)C(c1ccnc2ccccc12)c1nnnn1-c1ccc2c(c1)OCCO2 (configuration not stated),-4,-2,i,x,3,x,x,22,8
COc1ccc(C(=O)N2CCCC(c3cc(C(=O)Nc4ccccc4)no3)C2)cc1 (configuration not stated),6,-4,i,11,-7,i,2,-4,-1
Cc1ccc(C)c(S(=O)(=O)N2CCN(C(=O)c3ccc(OCc4c(C)noc4C)cc3)CC2)c1,7,4,i,8,4,i,0,18,13
COc1ccc2c(c1)c(/C=N/Nc1ccc(C(=O)O)cc1)c(C)n2C,1,-18,i,-11,1,i,1,3,2
O=C(CNC(=O)c1nc[nH]c1C(=O)N1CCNCC1)OCc1ccccc1,-3,6,i,-9,5,i,3,-10,10
c1ccc2c(c1)CCc1ccccc1C2=C1CCNCC1,3,-9,i,-1,3,i,0,-10,-5
O=C(NNC(=S)NC(=O)c1ccc(F)cc1)c1ccncc1,-4,5,i,11,4,i,2,-6,19
COc1ccc(-c2cc(C(F)(F)F)c(C#N)c(SCC(=O)O)n2)cc1,4,7,i,9,-5,i,-1,19,8
COc1ccccc1NC(=O)N1c2ccc(F)cc2CCC1C (configuration not stated),5,5,i,-4,6,i,3,2,-5
COC1(NS(=O)(=O)c2ccc(Br)cc2)C(C)=CC(=O)C=C1C,-4,1,i,25,4,i,4,-5,4
CC(=O)Nc1ccc(NC(=O)C(C)OC(=O)CCCN=C2NS(=O)(=O)c3ccccc32)cc1 (configuration not stated),10,3,i,-6,-6,i,1,-2,-5
NNC(=O)c1ccc([N+](=O)[O-])c(CS(=O)(=O)c2ccc(Cl)cc2)c1,2,8,i,3,-1,i,-1,4,-3
COC(=O)c1ccc(NC(=O)c2ccc3nc(C)sc3c2)cc1,1,-2,i,10,-1,i,-1,-2,-3
c1ccc(-c2nnc(-c3ccccn3)nn2)nc1,4,0,i,9,-4,i,-4,-1,-7
CN(c1ccccc1)S(=O)(=O)c1ccc(Cl)c(C(=O)Nc2ccccc2N2CCOCC2)c1,-5,3,i,-3,-9,i,0,19,-4
O=S(=O)(Nc1cc(S(=O)(=O)N2CCOCC2)ccc1NCC1CCCO1)c1ccccc1F (configuration not stated),0,-5,i,7,-1,i,0,-9,7
O=C(O)c1cccc(CSc2n[nH]c(-c3ccc(Cl)cc3Cl)n2)c1,-2,1,i,-89,-1,i,2,-6,6
CS(=O)(=O)N1CCN(C(=O)CCC2CCCC2)CC1,-1,-1,i,-6,0,i,-1,-2,-1
COc1cccc(-n2nc(C(=O)Nc3ccc4c(c3)OCO4)c3ccccc3c2=O)c1,2,0,i,-10,4,i,0,21,14
S=c1[nH]nc(CSc2nc3ccccc3s2)n1C1CCCCC1,-3,-3,i,0,2,i,2,11,17
COc1cc2nc(N(C)C)nc(N)c2cc1OC,2,1,x,7,-2,i,0,-2,-16
CC1=NN(/C(=N\c2nnc(C)s2)Nc2ccc(C(C)(C)C)cc2)[C@H](c2ccc(C)cc2)S1,2,-21,i,-2,15,i,2,25,-17
Cc1ccccc1N1CCN(C(=O)CCN2C(=O)c3ccccc3C2=O)CC1,1,-3,i,0,0,i,3,8,7
CCCCn1c(N)c(N(CCC(C)C)C(=O)c2ccc(C)o2)c(=O)[nH]c1=O,1,0,i,3,4,i,2,-2,-4
CC(=O)Cn1nnc2sc(-c3ccccc3)cc2c1=O,9,-3,i,-15,-3,i,2,3,-2
C=CCn1c(O)c(CN2CCOCC2)c(C)c(C#N)c1=O,-26,-18,i,80,-1,i,-4,-7,2
Cc1ccc(NC(=S)N(CCCN2CCN(C)CC2)Cc2cccs2)cc1C,-12,-7,i,-64,-10,i,0,0,1
CC12CCC(c3nnc(SCc4ccc(Cl)cc4)nc31)C2(C)C (configuration not stated),1,1,i,6,-2,i,2,8,-4
O=C(NCC1CCCO1)[C@@H]1CSC2c3ccccc3C(=O)N21 (some centres not stated),6,-1,i,31,3,i,-1,-9,-19
O=C(OCn1nnc2ccccc2c1=O)c1ccc2c(=O)n3c(nc2c1)CCC3,4,-2,i,-21,-1,i,0,7,4
COc1ccc(OC)c(NC(=O)CCCc2ccccc2)c1,3,3,i,-14,-7,i,-2,4,7
O=C1c2oc3ccccc3c(=O)c2C(c2cccc(O)c2)N1c1ccccn1 (configuration not stated),-2,1,i,-4,3,i,-4,-5,-1
O=C(Nc1ccc(OC(F)(F)C(F)F)c(NC(=O)c2ccc(F)cc2)c1)c1ccc(F)cc1,2,7,i,-5,0,i,-3,3,-22
CC(CC(=O)N1CCc2ccccc21)S(=O)(=O)c1ccc2c(c1)NC(=O)CO2 (configuration not stated),4,2,i,4,-3,i,2,-3,-2
O=C(NC(=S)Nc1ccc(Br)cc1)C1CCC1,1,2,i,23,0,i,-2,8,-15
COC(=O)/C=C(\C)N=Nc1c(O)[nH]c2ccccc12,1,3,i,3,-5,i,-1,-4,9
CN1CCN(C(=O)C2=C[C@H](c3coc4ccccc4c3=O)C[C@H](OCCCCO)O2)CC1,2,-6,i,-4,1,i,-1,-16,-9

# Some of these compounds in order of the MT1-MMP act inh value, smallest number first.
structure	MT1-MMP act inh
C=CCn1c(O)c(CN2CCOCC2)c(C)c(C#N)c1=O	-18
Cc1ccc(NC(=S)N(CCCN2CCN(C)CC2)Cc2cccs2)cc1C	-7
Cc1ccccc1N1CCN(C(=O)CCN2C(=O)c3ccccc3C2=O)CC1	-3
O=C(NCC1CCCO1)[C@@H]1CSC2c3ccccc3C(=O)N21 (some centres not stated)	-1
CCCCn1c(N)c(N(CCC(C)C)C(=O)c2ccc(C)o2)c(=O)[nH]c1=O	0
O=C1c2oc3ccccc3c(=O)c2C(c2cccc(O)c2)N1c1ccccn1 (configuration not stated)	1
O=C(Nc1ccc(OC(F)(F)C(F)F)c(NC(=O)c2ccc(F)cc2)c1)c1ccc(F)cc1	7

# Screening data: PubChem BioAssay, several laboratories
